From PubChem BioAssay
p53 reactivator – re-activators of mutant p53; H1299 p53-A138V BP100-luciferase reporter, luminescence, 24 h; hit rate 0.063% among 320,000; Potency, µM (doses to about 92.2 µM), for the others: at the top dose activity change, positive = activation, usual class: activators; AID 504706; also: potency is read from the fitted curve at half-maximal effect; % of control where 0% means no effect; nearly all actives have a fitted effect of over 45% in size
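H1299 (p53-null), stable ts p53-A138V + BP100-Luc; 1000 cells/well, Opti-MEM/10% FBS; cpd 4 pt, 1:5; 24 h, 37 deg C, 5% CO2; detection reagent 10 min RT; luminescence.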
TCR activator – activators of T cell receptors; AID 504894; primary human leukocytes, anti-CD3, IL-2 HTRF, 48 h; 330,000 tested, under 10 active; Potency, µM (highest dose often 9.22 µM), without a hit: at the top dose activation of IL-2 secretion, actives largely listed as activators; also: % of control where 0% means no effect
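Using a-CD3 beads without co-stimulation, primary human leukocytes were exposed to compounds for 48 hr. An HTRF IL-2 kit measured the cytokine, with europium-to-d2 energy transfer producing emission at 665nm upon 320nm excitation.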
CXXC DNA block – inhibitors of human MLL CXXC domain-DNA interaction; MLL-CXXC / FITC-HOXA9 DNA fluorescence polarization; hit rate 0.037% among 290,000; Q03164; AID 2662; Potency, µM (doses to about 115 µM), inactives show top-dose activity change, negative = inhibition, most hits filed as inhibitors; active = well fitted inhibition curve with a large enough effect in the polarisation, with a control signal flat, not every such curve was filed as active; inconclusive = small, poorly fitted or top-dose-only effect, or effect the other way, or a change in a side signal; inactive = no such curve, though single readings can be large or run the other way; the % refers to the polarisation; also: potency is read from the fitted curve at half-maximal effect
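Fluorescence polarization: 7 uM MLL-CXXC (stock) preincubated 5 min with compounds, then 50 nM fluorescein-HOX-A9 DNA (stock) added; 30 min ambient. Buffer 50 mM Tris-HCl pH 7.5, 50 mM NaCl, 1 mM DTT, 0.05% BSA.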
Integrin act MD – activators of alpha7 integrin expression for muscular dystrophy | alpha7betagal myoblasts, beta-gal FDG fluorescence, 48 h | Potency, µM (doses to about 38.3 µM), for inactives: at the highest dose activation, actives largely listed as activators | hit rate 0.064% among 350,000 | AID 624291;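 also: potency is read from the fitted curve at half-maximal effect; 100% = response of the positive control SU9516; nearly all actives have a fitted effect of over 60% in size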
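alpha7betagal+/- myoblasts (passage 13, 250/well) treated 48 h at 37C with compounds at 1:260 dilution of DMSO stock. Lysed, then beta-galactosidase activity read as FDG fluorescence (ex 480/em 540) after 30 min, with pre-read for autofluorescence.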
BRCA1 expr act – increases BRCA1 expression | MCF7-BRCA1-FFLuc reporter, luminescence, 48 h; response scale: scaled: vehicle 0%, 10 µM genistein 100% | hit rate 1.1% among 380,000 | Potency, µM (titrated, usually from 46.1 µM), for the others: top-dose activation, actives largely listed as activators; also: potency is read from the fitted curve at half-maximal effect; nearly all actives have a fitted effect of over 80% in size; some results filed as inactive show a strong effect at the top dose
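MCF7 cells carrying a BRCA1-firefly luciferase reporter (2000 cells/well, phenol-red free MEM) were attached for 2 h at 37 °C, then given compounds for 48 h. Luminescence was read 15 min after luciferase reagent; activity normalized to genistein (10 microM) and DMSO.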
AT treatment – candidate therapy for ataxia-telangiectasia. […] A-T fibroblasts, KAP-1 phosphorylation AlphaLISA; neocarzinostatin DNA damage 30 min before lysis. Potency, µM (highest dose often 57.5 µM), for inactives: at the top dose activation, actives largely listed as activators. hit rate 0.19% among 320,000. AID 485349; also: potency is read from the fitted curve at half-maximal effect; % of control where 0% means no effect; nearly all actives have a fitted effect of over 45% in size
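hTERT-immortalized A-T patient fibroblasts ([…]), 500 cells/well in OPTI-MEM, 1% FBS, got compounds for 60 min, then NCS for 30 min at 37C. Lysates were then assayed for phospho-KAP-1 by AlphaLISA (anti-pKAP1 donor, anti-KAP1 acceptor beads), 6 hr at 25C.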
TSG101-PTAP inh – blocks PTAP/TSG101 interaction to inhibit HIV-1 budding; Q99816; Potency, µM (series often up to 115 µM), inactives show top-dose activity change, negative = inhibition, hits mostly inhibitors; AID 493005; Fluorescence polarization, FITC-PTAP peptide / Tsg101 binding; 340,000 tested, under 10 active; active = well fitted inhibition curve with a large enough effect in the main read-out, with a control signal flat, not every such curve was filed as active; inconclusive = small, poorly fitted or top-dose-only effect, or effect the other way, or a change in a side signal; inactive = no such curve, though single readings can be large or run the other way; also: potency is read from the fitted curve at half-maximal effect; % of control where 0% means no effect
Target sequence (Q99816 whole entry, looked up): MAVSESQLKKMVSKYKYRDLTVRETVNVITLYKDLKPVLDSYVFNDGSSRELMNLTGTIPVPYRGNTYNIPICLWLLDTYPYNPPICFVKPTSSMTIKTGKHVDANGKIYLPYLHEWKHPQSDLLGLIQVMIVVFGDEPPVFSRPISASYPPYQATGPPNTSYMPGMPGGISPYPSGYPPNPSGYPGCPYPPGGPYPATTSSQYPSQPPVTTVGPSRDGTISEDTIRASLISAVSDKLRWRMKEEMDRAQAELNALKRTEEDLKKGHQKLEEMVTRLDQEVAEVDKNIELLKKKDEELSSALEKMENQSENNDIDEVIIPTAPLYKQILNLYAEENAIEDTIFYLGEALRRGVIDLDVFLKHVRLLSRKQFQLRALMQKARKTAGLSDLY
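FP read-out: FITC-PTAP peptide, 50 nM final, binding Tsg101 binding domain, 10 uM final; 20 min, r.t.; 10 mM HEPES pH 7.5, 0.15 M NaCl, 0.01% Tween 20, 3 mM EDTA, 0.1 mM TCEP.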
TRPV1 ag – human TRPV1 agonism; activation, % at 8.33 µM; hit rate 0.19% among 320,000; Q8NER1; TRPV1-expressing cells, Fluo-8 calcium influx, agonist mode; in the data active = activation above about 80%; inconclusive = between about 30% and that limit; also: 0% is about no effect
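TRPV1-expressing cells were cultured overnight at 35.5C and loaded with Fluo-8 calcium dye for 40 to 90 min at room temperature. After a 10 s baseline, compound was added and calcium influx was read kinetically for 3 min (ex 480/em 520 nm).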
B2AR arrestin – recruits beta-arrestin to the human beta2-adrenergic receptor; beta-arrestin recruitment to beta2AR, cell-based reporter; Potency, µM (doses to about 46.1 µM), for the others: at the top dose activation, usual class: activators; AID 492947; hit rate 0.02% among 330,000; P07550;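 also: potency is read from the fitted curve at half-maximal effect; 0% = DMSO controls and full agonism = EC100 isoproterenol or metaproterenol; nearly all actives have a fitted effect of over 65% in size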
Target sequence (P07550 whole entry, looked up): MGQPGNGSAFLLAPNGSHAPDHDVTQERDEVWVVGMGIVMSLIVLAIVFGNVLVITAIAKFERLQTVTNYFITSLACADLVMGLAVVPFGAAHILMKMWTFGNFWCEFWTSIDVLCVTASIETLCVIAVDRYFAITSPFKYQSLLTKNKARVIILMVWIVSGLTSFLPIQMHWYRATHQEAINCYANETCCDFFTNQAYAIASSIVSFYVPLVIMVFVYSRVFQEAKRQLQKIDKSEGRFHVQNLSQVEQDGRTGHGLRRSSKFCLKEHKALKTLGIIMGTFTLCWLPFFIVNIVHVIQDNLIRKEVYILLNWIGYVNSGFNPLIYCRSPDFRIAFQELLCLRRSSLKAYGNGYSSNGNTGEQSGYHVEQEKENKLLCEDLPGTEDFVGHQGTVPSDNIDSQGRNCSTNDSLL
ELG1 repair inh – blocks ELG1-dependent DNA repair in HEK293T cells; AID 504467; HEK293T ELG1-luciferase reporter, luminescence, 16 h; DNA damage induced by 5-fluorouridine; hit rate 2.3% among 330,000; Potency, µM (doses to about 46.1 µM), inactives show at the top dose activity change, negative = inhibition, usual class: inhibitors; also: potency is read from the fitted curve at half-maximal effect; % is scaled to controls: 0 for no effect and ±100 for the full control effect; nearly all actives have a fitted effect of over 55% in size
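Luminescence from the luciferase reporter, measured 30 min after ONE-Glo reagent at room temperature, was the read-out. Beforehand, 2,000 cells per well were exposed for 16 hr at 37 °C to 5-fluorouridine together with compound or vehicle.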
The depositor's hits bear a star; ? = inconclusive; / = no result given; [ ] = another dose, or the depositor's remark. Unless noted, calls follow the shape of the dose curve; as a rule, active = well fitted curve in the direction sought with a large enough effect; inconclusive = small, poorly fitted or top-dose-only effect, or another doubt; inactive = no such curve, though single readings can be large; an effect the other way counts as inactive or inconclusive. The order is random. About 3.8% of those tested had a hit in this group.

smiles | p53 reactivator | TCR activator | CXXC DNA block | Integrin act MD | BRCA1 expr act | AT treatment | TSG101-PTAP inh | TRPV1 ag | B2AR arrestin | ELG1 repair inh
CC1(C)CC(=O)C/C(=N/NC(=O)c2ccc(-c3ccccc3)cc2)C1 | 2% | 6% | 19% | -5% | -34% | 1% | -1% | 10 | -0.2% | -10%
CCC(C)NC(=O)c1ccc(COc2ccccc2Cl)cc1 (configuration not stated) | 8% | 0% | -2% | 0% | 45% | 3% | -2% | ? | -0.1% | 30%
CC(Sc1nn(-c2ccc(F)cc2)c(=S)s1)C(=O)c1c(N)n(C)c(=O)n(C)c1=O (configuration not stated) | 5% | 5% | / | -4% | -52% | 1% | -4% | 27 | 0.3% | 3%
CC1(C)C2CCC(C2)C1(C)NC(=O)CNC1CCCCC1 (configuration not stated) | 3% | -19% | 10% | -42% | 2% | 1% | 1% | 11 | -0.8% | 2%
CNC(=O)CSc1nnc(-c2ccccc2)n1C | 1% | 5% | 5% | -5% | -1% | -2%[11.5 µM] | 0% | -1 | 0.3% | 13%
COCCN(C(=O)c1ccc(C#N)cc1)c1c(N)n(Cc2ccccc2)c(=O)[nH]c1=O | 7% | 6% | / | -24% | 0% | 2% | -4% | 1 | 0.1% | ?
Cc1ccccc1NC(=O)CSc1ccc(-c2ccc(-n3cccn3)cc2)nn1 | -6% | 2% | / | 8% | 0% | 5% | 1% | -3 | 0.0% | 4%
CCCCC1CCC(C(=O)N(CC(C)C)c2c(N)n(CCCC)c(=O)[nH]c2=O)CC1 (configuration not stated) | 2% | 22% | / | -20% | -22% | -8% | 0% | 0 | 4.6% | 5%
COc1cccc(NC(=O)c2ccccc2NC(=O)c2ccncc2)c1 | -3% | 3% | / | -42% | 1% | -9% | -9% | / | -0.7% | ?
COc1ccc2c(c1)CCCN2S(=O)(=O)c1ccc(Cl)cc1 | / | 3% | -5% | -26% | -26% | 13% | -3% | -4 | -1.1% | ?
Cc1ccc(C)c(OCC(=O)Nc2ccc(N3CCOCC3)cc2N2CCOCC2)c1 | 0% | -2% | / | 11% | -22% | ? | -1% | ? | -3.8% | ?
O=C(O)c1ccc(CNCc2ccccc2Cl)cc1 | 1% | -2% | 5% | 0% | -8% | 1% | 0% | 0 | -0.2% | 10%
Cc1nnc(NC(=O)c2ccc3c(c2)OCO3)s1 | 9% | -21% | -4% | 25% | 5.6µM* | 2%[11.5 µM] | -4% | 0 | 0.2% | ?
COc1cccc(C(=O)Oc2ccc3ccc(O)cc3c2)c1 | / | -1% | 38%[activator] | 21% | -15% | 11% | -2% | 10 | 0.0% | 5%
COc1cccc2oc3ccc(C#CC4(N)CCCCC4)cc3c(=O)c12 | / | 5% | 26% | -5% | 7.9µM* | 5% | -1% | 0 | 9.3% | ?
COC(=O)CCC(=O)Nc1ccc(N=Nc2ccccc2)cc1 | ? | -1% | 10% | ? | 81% | -5% | -1% | 3 | -0.4% | ?
COc1ccc(C(=O)OCC(=O)N2C(C)CCCC2C)cc1S(=O)(=O)N1CCOCC1 (configuration not stated) | -12% | 0%[46.1 µM] | / | -12% | -2% | 6% | -1% | / | 0.5% | 10%
CCN1CCCC1CN(Cc1cc2ccc(C)cc2[nH]c1=O)C(=S)Nc1ccc(OC)cc1OC (configuration not stated) | 0% | 2%[46.1 µM] | 14% | ? | -57% | 0% | -4% | -2 | -0.7% | -6%
Cc1cccc(Cc2nnc(CCC(=O)N(C)CCc3ccccc3)o2)c1 | -42%[inhibitor] | -6% | -3% | -4% | 3.5µM* | 9% | -2% | 7 | 2.2% | ?
COc1ccc(NC(=O)COc2ccccc2)cc1NC(=O)c1ccco1 | 3% | 0% | -5% | 8% | -5% | 4% | -7% | 4 | -0.2% | ?
Cc1csc2nc(CNC(=O)c3ccco3)cn12 | ? | 13% | 6% | -17% | ? | -2% | 3% | -4 | -0.1% | ?
CCOc1cc(/C=C2\SC(=NC)N(C)C2=O)c(Br)cc1OC(C)=O | -43%[inhibitor] | 0% | 10% | 15% | -45% | -24% | 2% | 3 | -1.1% | 4%
Cc1onc(-c2ccccc2Cl)c1C(=O)N1CCN(C(=O)c2ccco2)CC1 | -26% | 0% | 7% | -7% | -22% | 0% | 0% | -2 | -0.1% | -2%
CCC(=O)c1ccc(-c2ccccc2)cc1 | ? | 1%[46.1 µM] | 6% | -6% | 13µM* | 7% | -11% | 24 | 3.9% | ?
COCc1cc(C)nc(SCC(=O)Oc2ccc(Cl)cc2)c1C#N | 12% | 7% | 11% | -6% | 22% | 14% | 1% | 21 | -0.3% | ?
CC1CC(C)CN(C(=O)c2ccc3c(=O)n(Cc4ccc5c(c4)OCO5)c(=S)[nH]c3c2)C1 (configuration not stated) | -4% | 2% | 9% | 2% | -44% | / | -5% | 0 | -0.1% | ?
O=c1[nH]c(/C=C\c2ccccc2F)nc(O)c1[N+](=O)[O-] | / | 1% | ? | 35% | -1% | 24% | -6% | -2 | -0.3% | ?
COC(=O)C1=C(C(=O)OC)[C@@H]2Nc3ccccc3[C@@]23C[C@@H](C(=O)OC)N(C(=O)c2ccc(Br)cc2)C3=N1 | 1% | -4% | 38% | -2% | 6% | 6% | -1% | 10 | 0.4% | 0%
CCOc1ccc(N(CC(=O)N/N=C/c2cc(Br)c(C)o2)S(C)(=O)=O)cc1 | -4% | 0% | 42%[activator] | 0% | -43% | 1% | -4% | 0 | 0.3% | -17%
COC(=O)c1ccc(NC(=O)c2ccc3nccnc3c2)cc1 | 15% | -6% | -11% | -3% | 24% | 12% | -5% | ? | 0.0% | -7%

Eight consecutive compounds out of the list so far, quoted:
smiles | p53 reactivator | TCR activator | CXXC DNA block | Integrin act MD | BRCA1 expr act | AT treatment | TSG101-PTAP inh | TRPV1 ag | B2AR arrestin | ELG1 repair inh
CC1(C)CC(=O)C/C(=N/NC(=O)c2ccc(-c3ccccc3)cc2)C1 | 2% | 6% | 19% | -5% | -34% | 1% | -1% | 10 | -0.2% | -10%
CCC(C)NC(=O)c1ccc(COc2ccccc2Cl)cc1 (configuration not stated) | 8% | 0% | -2% | 0% | 45% | 3% | -2% | ? | -0.1% | 30%
CC(Sc1nn(-c2ccc(F)cc2)c(=S)s1)C(=O)c1c(N)n(C)c(=O)n(C)c1=O (configuration not stated) | 5% | 5% | / | -4% | -52% | 1% | -4% | 27 | 0.3% | 3%
CC1(C)C2CCC(C2)C1(C)NC(=O)CNC1CCCCC1 (configuration not stated) | 3% | -19% | 10% | -42% | 2% | 1% | 1% | 11 | -0.8% | 2%
CNC(=O)CSc1nnc(-c2ccccc2)n1C | 1% | 5% | 5% | -5% | -1% | -2%[11.5 µM] | 0% | -1 | 0.3% | 13%
COCCN(C(=O)c1ccc(C#N)cc1)c1c(N)n(Cc2ccccc2)c(=O)[nH]c1=O | 7% | 6% | / | -24% | 0% | 2% | -4% | 1 | 0.1% | ?
Cc1ccccc1NC(=O)CSc1ccc(-c2ccc(-n3cccn3)cc2)nn1 | -6% | 2% | / | 8% | 0% | 5% | 1% | -3 | 0.0% | 4%
CCCCC1CCC(C(=O)N(CC(C)C)c2c(N)n(CCCC)c(=O)[nH]c2=O)CC1 (configuration not stated) | 2% | 22% | / | -20% | -22% | -8% | 0% | 0 | 4.6% | 5%

The results go on.
smiles | p53 reactivator | TCR activator | CXXC DNA block | Integrin act MD | BRCA1 expr act | AT treatment | TSG101-PTAP inh | TRPV1 ag | B2AR arrestin | ELG1 repair inh
COc1ccc(CNC(=O)Cn2nc(C(F)(F)F)c3c2CCC3)cc1 | -13% | -2% | 5% | 16% | 2%[1.84 µM] | 16% | -3% | 2 | -0.1% | 0%
CC(=O)Nc1c(Br)cc2c(c1Br)Cc1cc([N+](=O)[O-])ccc1-2 | / | -5% | / | 2% | -47% | / | 5% | / | / | /
Cc1ccc(S(=O)(=O)NCc2ccccc2)cc1C(=O)NCC(C)(C)N1CCOCC1 | 2% | -1% | / | -23% | -8% | 2% | -1% | -3 | -0.1% | -9%
CC1CN(Cc2csc(-c3ccc(Cl)cc3)n2)CC(C)O1 (configuration not stated) | 8% | 1% | 10% | -14% | ? | 0% | -7% | -3 | -0.3% | ?
Cc1csc(NC(=O)c2cnc3ccccc3n2)n1 | 16% | 4% | 21% | -6% | 52% | 4% | -10% | 12 | -0.1% | ?
CSc1ncccc1C(=O)Nc1nc2ccc(F)cc2s1 | 13% | -2% | 6% | 10% | -14% | 5% | 2% | ? | 0.4% | ?
O=C(Oc1ccccc1)c1ccc2nccnc2c1 | 4% | 2% | 6% | 10%[7.66 µM] | -5% | -5% | 0% | 4 | 4.5% | 1%
CCN1CCN(c2ccc(NC(=O)c3cc4ccccc4cc3OC)cc2C)CC1 | 17% | -1% | / | -69%[inhibitor] | ? | 1% | -7% | 5 | -0.6% | ?
